From PubChem BioAssay
TcdB GH inh: inhibitors of Clostridioides difficile toxin B glycohydrolase | P18177 | TcdB glycohydrolase enzymatic assay, plate reader | actives 0.24% (n = 350,000) | inhibition, % at 9.99 µM; in the data active means inhibition above about 10%
The depositor's hits bear a star; & = joins results of further samples. A portion of the library; count on the stated rates, not on these rows.

SMILES | TcdB GH inh
C[C@@H]1CN([C@@H](C)CO)C(=O)c2cc(NC(=O)Nc3cccc4ccccc34)ccc2O[C@@H](C)CCCCO[C@@H]1CN(C)S(=O)(=O)c1cn(C)cn1 | -0.5
C/C=C/c1cnc2c(c1)C(=O)N([C@H](C)CO)C[C@@H](C)[C@H](CN(C)C(=O)C1CCCCC1)O2 | 1.8
COc1cccc(CN2CCCCN3[C@H](CO)[C@@H](c4ccc(C#Cc5cccnc5)cc4)[C@@H]3C2)c1 | -4.8
CCCNC(=O)Nc1ccc2c(c1)C(=O)N(C)C[C@H](OC)[C@H](C)CN(Cc1cccnc1)[C@@H](C)CO2 | -1.7
C[C@H]1CN([C@@H](C)CO)C(=O)Cc2cc(NC(=O)C3CC3)ccc2O[C@@H]1CN(C)CC1CCCCC1 | -1.4
N#C[C@@H]1[C@@H](c2ccc(C#Cc3ccccc3F)cc2)[C@H](CO)N1C(=O)c1cccnc1 | 2.6
O=S(=O)(c1ccc(F)cc1)N1CCCCN2[C@@H](CO)[C@@H](c3ccc(-c4ccccc4)cc3)[C@@H]2C1 | 0.2
C[C@H]1CN([C@@H](C)CO)S(=O)(=O)c2ccc(-c3cccc(C#N)c3)cc2O[C@@H]1CN(C)C(=O)c1ccccc1 | -1.1
CC(C)C#Cc1ccc([C@@H]2[C@@H](CO)N(C(=O)C3CCOCC3)[C@H]2C#N)cc1 | -0.8
O=C(C[C@@H]1CC[C@H]2[C@@H](COC[C@@H](O)CN2CC2CCOCC2)O1)NCc1ccc(Cl)cc1 | -1.1
CCCNC(=O)Nc1ccc2c(c1)OC[C@@H](C)N(Cc1ccncc1)C[C@H](C)[C@H](OC)CN(C)C2=O | -1.1
C[C@@H]1CN([C@H](C)CO)C(=O)Cc2cc(NC(=O)C3CCCCC3)ccc2O[C@@H]1CN(C)C(=O)Nc1ccc(F)cc1 | 0.4
CN1CCN(C(=O)C[C@@H]2CC[C@H]3[C@@H](COC[C@H](O)CN3C(=O)Nc3ccc4c(c3)OCO4)O2)CC1 | 0.8
C[C@H](CO)N1C[C@H](C)[C@@H](CN(C)C(=O)c2ccncc2)OCc2ccccc2-c2ccccc2C1=O | -0.4
CNC[C@@H]1Oc2c(cccc2N(C)C)C(=O)N([C@H](C)CO)C[C@H]1C | 0.0
COc1ccc(S(=O)(=O)N2CCCCN3[C@H](CO)[C@H](c4ccc(-c5cccnc5)cc4)[C@@H]3C2)cc1 | -0.5
CCCC(=O)N1CC2(C1)CN(C(=O)C1CCOCC1)[C@@H](CO)c1[nH]c3cc(OC)ccc3c12 | 0.6
CC(C)NC(=O)N1[C@@H]2CN(C(=O)c3ccncc3)c3ccccc3[C@@H]2[C@@H]1CO | -1.1
C[C@H]1CCCCO[C@H](CN(C)Cc2ccncc2)[C@@H](C)CN([C@@H](C)CO)C(=O)c2cc(NS(=O)(=O)c3cn(C)cn3)ccc2O1 | 0.4
CO[C@H](CN(C)C(=O)Nc1ccc(C(F)(F)F)cc1)[C@@H](C)CN(Cc1ccccc1Cl)[C@H](C)CO | 0.6
COc1ccc(NC(=O)N[C@@H]2CC[C@H](CCn3cc(-c4ccccc4)nn3)O[C@@H]2CO)cc1 | -0.4
C[C@@H]1CN([C@@H](C)CO)C(=O)c2cc(C#Cc3cccc(F)c3)cnc2O[C@@H]1CN(C)C(=O)C1CC1 | 1.2
CC(C)NC(=O)N(C)C[C@@H]1OCCCC[C@H](C)Oc2ccc(NS(=O)(=O)c3ccc(Cl)cc3)cc2C(=O)N([C@@H](C)CO)C[C@@H]1C | 1.1
CN(C)CCCNC(=O)[C@@H]1[C@@H](CO)[C@@H]2Cn3c(ccc(C4=CCCC4)c3=O)[C@@H]2N1CCC(F)(F)F | 1.1
CC(C)NC(=O)N(C)C[C@H]1Oc2ncc(C#Cc3ccc(F)cc3)cc2C(=O)N([C@H](C)CO)C[C@H]1C | 0.6
Cc1noc(C)c1NC(=O)Nc1cccc2c1O[C@@H](CN(C)Cc1ccc3c(c1)OCO3)[C@H](C)CN([C@@H](C)CO)C2=O | 0.4
C[C@]12CCC3C4(C=CC5(C=C4C(=O)C4CCCCC4)C[C@@H](O)CC[C@]35C)C1CC[C@@]2(O)CN1CCC(n2c(=O)[nH]c3ccccc32)CC1 (stereo not given in full) | -1.2
CCNC(=O)C[C@@H]1CC[C@@H]2[C@H](COc3ccc(NC(=O)c4ccc(F)cc4)cc3C(=O)N2C)O1 | 0.4
C/C=C/c1ccc([C@H]2[C@@H](CO)N3CCCCN(C(=O)Nc4cc(F)ccc4F)C[C@H]23)cc1 | -2.2
COc1ccc(NC(=O)N(C)C[C@H]2Oc3ccc(NS(=O)(=O)c4ccc(F)cc4)cc3C(=O)N([C@@H](C)CO)C[C@H]2C)cc1 | -0.5

Structures listed so far that have sulfur:
SMILES | TcdB GH inh
C[C@@H]1CN([C@@H](C)CO)C(=O)c2cc(NC(=O)Nc3cccc4ccccc34)ccc2O[C@@H](C)CCCCO[C@@H]1CN(C)S(=O)(=O)c1cn(C)cn1 | -0.5
O=S(=O)(c1ccc(F)cc1)N1CCCCN2[C@@H](CO)[C@@H](c3ccc(-c4ccccc4)cc3)[C@@H]2C1 | 0.2
C[C@H]1CN([C@@H](C)CO)S(=O)(=O)c2ccc(-c3cccc(C#N)c3)cc2O[C@@H]1CN(C)C(=O)c1ccccc1 | -1.1
COc1ccc(S(=O)(=O)N2CCCCN3[C@H](CO)[C@H](c4ccc(-c5cccnc5)cc4)[C@@H]3C2)cc1 | -0.5
C[C@H]1CCCCO[C@H](CN(C)Cc2ccncc2)[C@@H](C)CN([C@@H](C)CO)C(=O)c2cc(NS(=O)(=O)c3cn(C)cn3)ccc2O1 | 0.4
CC(C)NC(=O)N(C)C[C@@H]1OCCCC[C@H](C)Oc2ccc(NS(=O)(=O)c3ccc(Cl)cc3)cc2C(=O)N([C@@H](C)CO)C[C@@H]1C | 1.1
COc1ccc(NC(=O)N(C)C[C@H]2Oc3ccc(NS(=O)(=O)c4ccc(F)cc4)cc3C(=O)N([C@@H](C)CO)C[C@H]2C)cc1 | -0.5

The results go on.
SMILES | TcdB GH inh
Cc1ccccc1S(=O)(=O)N1[C@H](C#N)[C@@H](c2ccc(C#CC3CCCCC3)cc2)[C@@H]1CO | 0.8
C[C@H]1CN([C@@H](C)CO)C(=O)c2cccc(N(C)C)c2O[C@@H]1CN(C)S(=O)(=O)c1ccc(F)cc1 | 0.3
COc1cccc(C(=O)Nc2ccc3c(c2)C(=O)N(C)C[C@@H](OC)[C@@H](C)CN(C(=O)C2CCCC2)[C@@H](C)CO3)c1 | 1.4
CCCC#Cc1ccc([C@H]2[C@@H](CO)N(C(C)=O)[C@H]2CNC(=O)C2CCCC2)cc1 | 0.3
C[C@H]1CN([C@@H](C)CO)C(=O)Cc2cc(NC(=O)Cn3cnnn3)ccc2O[C@@H]1CN(C)C(=O)NC1CCCCC1 | -0.3
C[C@H]1CCCCO[C@H](CN(C)Cc2ccccc2)[C@@H](C)CN([C@@H](C)CO)C(=O)c2cc(N(C)C)ccc2O1 | -17.2
C[C@H](CO)N1C[C@H](C)[C@H](CN(C)S(=O)(=O)c2ccc(Cl)cc2)Oc2ccc(NC(=O)Cc3ccccc3)cc2CC1=O | 1.7
O=C(Nc1ccc2c(c1)[C@H]1C[C@H](CC(=O)N3CCOCC3)O[C@H](CO)[C@H]1O2)NC1CCCCC1 | -1.6
O=C(C[C@@H]1CC[C@@H]2[C@H](COC[C@@H](O)CN2Cc2cccc(C(F)(F)F)c2)O1)NCCc1ccncc1 | -0.5
O=C(NC[C@@H]1[C@@H](c2ccccc2)[C@H](CO)N1C(=O)Cc1cccnc1)C1CC1 | -0.2
CO[C@@H]1CN(C)C(=O)c2ccc(NC(C)=O)cc2OC[C@H](C)N(C(=O)C2CCCCC2)C[C@H]1C | 0.3
O=C(C1CCC1)N1CC(=O)N2[C@H](CO)[C@H](c3ccc(C#CCc4ccccc4)cc3)[C@H]2C1 | -0.5
OC[C@@H]1[C@H](c2ccc(-c3cccc(F)c3)cc2)[C@@H]2CN(Cc3cncnc3)CCCCN12 | 0.1
CO[C@H](CN(C)C(=O)c1ccc2c(c1)OCO2)[C@@H](C)CN([C@H](C)CO)S(=O)(=O)c1ccc(F)cc1 | -2.5
COc1ccc(NC(=O)Nc2cccc3c2O[C@H](CN(C)S(C)(=O)=O)[C@H](C)CN([C@@H](C)CO)C3=O)cc1 | 0.2
CC(=O)N1CC(=O)N2[C@H](CO)[C@@H](c3ccc(-c4ccc(C(=O)N(C)C)cc4)cc3)[C@@H]2C1 | -2.1
C[C@@H]1CN([C@H](C)CO)C(=O)Cc2cc(NC(=O)Nc3ccc(C(F)(F)F)cc3)ccc2O[C@@H]1CN(C)S(=O)(=O)c1cn(C)cn1 | -0.1
CCCN(C)C[C@H]1Oc2ncc(-c3ccccc3OC)cc2C(=O)N([C@H](C)CO)C[C@@H]1C | -1.2
CO[C@H]1CN(C)C(=O)c2cc(NC(=O)C3CC3)ccc2OC[C@H](C)N(Cc2nccs2)C[C@@H]1C | 0.1
C[C@@H]1CN([C@@H](C)CO)C(=O)c2cc(C#Cc3cccnc3)cnc2O[C@H]1CN(C)Cc1cccnc1 | -2.2
CCC(=O)N(C)C[C@H]1Oc2cc(-c3ccc(C#N)cc3)ccc2S(=O)(=O)N([C@H](C)CO)C[C@@H]1C | -0.7
O=C(NCC[C@@H]1CC[C@H](NS(=O)(=O)Cc2ccccc2)[C@@H](CO)O1)C1CCCCC1 | 0.3
COCC(=O)Nc1ccc2c(c1)[C@H]1C[C@H](CC(=O)NCc3ccncc3)O[C@@H](CO)[C@H]1O2 | -0.1
COC(=O)[C@H]1[C@H](CO)[C@H]2Cn3c(ccc(-c4cccc(C(=O)N(C)C)c4)c3=O)[C@H]2N1CC1CC1 | -0.3
C[C@H](CO)N1C[C@H](C)[C@@H](CN(C)Cc2ccc(Oc3ccccc3)cc2)Oc2ccc(NC(=O)NC3CCCCC3)cc2CC1=O | -0.3
C[C@H](CO)N1C[C@H](C)[C@H](CN(C)C(=O)C2CC2)Oc2cc(C#Cc3cccnc3)ccc2S1(=O)=O | 1.3
CN(C)c1ccc2c(c1)[C@@H]1C[C@H](CC(=O)NCC3CC3)O[C@H](CO)[C@@H]1O2 | -43.1
O=C(NCc1ccncn1)[C@H]1[C@H](CO)[C@H]2Cn3c(ccc(-c4ccccc4)c3=O)[C@H]2N1CC1CC1 | 0.8
COc1ccc(NC(=O)Nc2ccc3c(c2)C(=O)N([C@@H](C)CO)C[C@@H](C)[C@@H](CN(C)Cc2ccc(C(=O)Nc4ccccc4N)cc2)O3)cc1 | 0.2
CCCNC(=O)C[C@@H]1CC[C@H]2[C@@H](COC[C@@H](O)CN2Cc2cccc(F)c2)O1 | 0.5
O=C(Nc1ccc2c(c1)OCO2)N[C@@H]1CC[C@@H](CCNC(=O)C2CC2)O[C@H]1CO | 0.3
CCCN1C[C@@H](C)[C@@H](OC)CN(C)C(=O)c2cc(NS(=O)(=O)CC)ccc2OC[C@@H]1C | -0.2
CO[C@@H]1CN(C)C(=O)c2ccc(NC(=O)c3ccccc3)cc2OC[C@@H](C)N(C)C[C@@H]1C | 1.9
C[C@H](CO)N1C[C@H](C)[C@@H](CN(C)Cc2ccccc2)Oc2ccc(NC(=O)C3CC3)cc2CC1=O | 0.0
C[C@@H]1CN([C@@H](C)CO)S(=O)(=O)c2ccc(-c3cccc(C#N)c3)cc2O[C@H]1CN(C)C | 0.0
O=C(Cc1cccnc1)N[C@H]1CC[C@@H](CCn2cc(-c3ccccc3F)nn2)O[C@@H]1CO | -0.3
CO[C@H]1CN(C)C(=O)c2cc(NC(=O)CC(F)(F)F)ccc2OC[C@H](C)N(C(C)=O)C[C@H]1C | 0.6
COC(=O)[C@H]1[C@H](CO)[C@H]2Cn3c(ccc(C4=CCCCC4)c3=O)[C@@H]1N2Cc1ccccc1OC | -1.3
C[C@@H]1CCCCO[C@H](CN(C)Cc2ccncc2)[C@@H](C)CN([C@H](C)CO)C(=O)c2cc(NC(=O)NC3CCCCC3)ccc2O1 | 0.3
C[C@@H]1CCCCO[C@@H](CN(C)C(=O)Nc2ccc(F)cc2)[C@H](C)CN([C@H](C)CO)C(=O)c2cc(NC(=O)c3ccncc3)ccc2O1 | -3.7
COCC#Cc1ccc2c(c1)O[C@@H](CN(C)C(=O)C1CCCCC1)[C@H](C)CN([C@@H](C)CO)S2(=O)=O | 0.5
COc1cccc(NC(=O)N[C@H]2CC[C@H](CC(=O)N3CCCCC3)O[C@@H]2CO)c1 | -2.9
CN(C)CC(=O)N1CC2(C1)[C@H](c1ccccc1)[C@H](CO)N2C(=O)C1CCC1 | -1.1
Cn1cnc(S(=O)(=O)N2CC[C@@H]3[C@H]2c2cc(-c4ccccc4)ccc2N[C@@H]3CO)c1 | -0.2
CC=Cc1ccc2n(c1=O)C[C@@H]1[C@@H](CO)[C@H](C(=O)N(C)C)[C@H]2N1CC1CCCC1 (mixture of isomers) | -0.5
OC[C@H]1[C@@H](c2ccc(Br)cc2)[C@H]2CN(Cc3cncnc3)CCCCN21 | 0.9
CC(=O)N(C)C[C@@H]1Oc2cc(C#Cc3ccccc3)ccc2S(=O)(=O)N([C@@H](C)CO)C[C@H]1C | 1.3
C[C@H](CO)N1C[C@H](C)[C@@H](CN(C)C(=O)NC2CCCCC2)Oc2c(NS(C)(=O)=O)cccc2C1=O | 0.0&-0.4
CCCC#Cc1cnc2c(c1)C(=O)N([C@@H](C)CO)C[C@@H](C)[C@H](CN(C)C(=O)C1CCC1)O2 | 1.0
CC(C)NC(=O)Nc1ccc2c(c1)CC(=O)N([C@H](C)CO)C[C@@H](C)[C@@H](CN(C)C(=O)Nc1cccc3ccccc13)O2 | 0.7
C[C@@H]1CCCCO[C@@H](CN(C)S(=O)(=O)c2cn(C)cn2)[C@@H](C)CN([C@H](C)CO)C(=O)c2cc(NC(=O)c3ccncc3)ccc2O1 | 0.2
C[C@H]1CN([C@@H](C)CO)C(=O)Cc2cc(NS(=O)(=O)c3ccccc3)ccc2O[C@@H]1CN(C)Cc1ccc(Cl)c(Cl)c1 | -1.2

Quoted at random: two compounds from above
SMILES | TcdB GH inh
OC[C@H]1[C@@H](c2ccc(Br)cc2)[C@H]2CN(Cc3cncnc3)CCCCN21 | 0.9
C[C@@H]1CCCCO[C@@H](CN(C)S(=O)(=O)c2cn(C)cn2)[C@@H](C)CN([C@H](C)CO)C(=O)c2cc(NC(=O)c3ccncc3)ccc2O1 | 0.2
